Screening data: PubChem, NCI
NCI-60 one-dose screen, 48 h, at 10 µM unless noted. Numbers give growth in % (100 = growth as untreated, 0 = no growth, -100 = all killed).
MALME-3M = MALME-3M melanoma. actives 5.8% (n = 78,000)
EKVX = EKVX NSCLC. actives 3% (n = 71,000)
A549/ATCC = A549/ATCC NSCLC; actives 3.7% (n = 81,000); AID 1794740
UACC-62 = UACC-62 melanoma. actives 5.4% (n = 81,000). AID 1794756
HOP-92 = HOP-92 NSCLC cells | actives 6.3% (n = 71,000) | AID 1794738
HOP-62 = HOP-62 NSCLC. AID 1794735. actives 3.9% (n = 80,000)
UACC-257 = UACC-257 melanoma; actives 4.4% (n = 78,000)
M14 = M14 melanoma; actives 6.2% (n = 80,000)
An asterisk follows results filed as active; . = no result given; & = joins results of further samples; ! = a repeat was not active. Rule for the calls: active = growth percent below 10; inactive = the rest.

SMILES	MALME-3M	EKVX	A549/ATCC	UACC-62	HOP-92	HOP-62	UACC-257	M14
Cc1ccc(S(=O)(=O)Oc2ccc(Cl)cc2)cc1	115	113	93	93	.	109	104	110
Cc1ccc(NCCN(C)C)c2c(=O)c3ccccc3sc12	76	49	7.3*	-5.6*	30	36	1.5*	5.1*
Clc1ccc2c(c1)N(c1ncnc3ccc(-c4cnc5[nH]ccc5c4)cc13)CC2	7.5*	27	21	29	15	14	34	8.9*
NNC(=O)[C@H]1O[C@@H](n2cnc3c(=O)[nH]c(N)nc32)[C@H](O)[C@@H]1O	106	108	97	96	111	103	95	108
NC(=O)n1c(=O)n(-c2cccc(C(F)(F)F)c2)c(=O)c2cc(-c3ccc(F)cc3F)ccc21	-19*	-0.7*	4.7*	-6.8*	-36*	-9.4*	-14*	11
CC(=O)Nc1ccc(C)c([N+](=O)[O-])c1	80&115	105	101&101	96&107	84	97&92	92&111	94&98
O=C1N/C(=N\c2nnc(-c3ccc(O)cc3)s2)S/C1=C\c1ccc(Br)cc1	77	103	103	95	78	.	103	91
O=C1NCCCC1(c1ccccc1)c1ccccc1	100	.	101	104	98	107	105	106
N=c1c(S(=O)(=O)c2ccccc2)cc2c(=O)n3ccccc3nc2n1CC1CCCO1 (stereo not drawn)	118	107	111	100	95	95	109	104
CCCCN(CCCC)C(=O)C(Cl)Cl	111	.	101	110	93	105	96	103
CCCCN(CCCC)CC(O)c1c(OC)ccc2ccccc12 (stereo not drawn)	96	82	96	86	61	.	101	70
O=C1CCC(C(=O)N/N=C/c2cc(F)ccc2F)N1 (stereo not drawn)	95	100	98	98	95	103	103	104
O=C(Nc1ccc(Cl)cc1)c1cc2ccccc2cc1O	17&29	15&15	26&68	35&28	-9.9*	5.5*!	21	7.5*!
Cc1ccc(S(=O)(=O)c2nc(S(=O)(=O)NCc3ccccc3)sc2Cl)cc1	101	98	97	76	90	98	89	82
FC(F)(F)c1ccccc1I	104	106	113	111	120	103	110	94
CC(C)C[C@@H]1N[C@@]2(C(=O)Nc3ccccc32)[C@@H](c2ccc(F)cc2)[C@@H]1C(=O)c1ccc(O)cc1	84	80	85	69	74	89	112	.
Cc1ccc(S(=O)(=O)N(C)C)cc1[N+](=O)[O-]	105	97	94	94	.	111	90	101
C=C(C)[C@@H]1CCC2(C(=O)S)CC[C@]3(C)[C@H](CC[C@@H]4[C@@]5(C)CC[C@H](O)C(C)(C)[C@@H]5CC[C@]43C)[C@@H]12 (stereo partly drawn)	102	103	93	97	158	80	105	96
COc1ccc(Cl)cc1/C=C/C=Nc1ccc(S(N)(=O)=O)cc1	106	104	100	97	98	.	110	91
CN1C(=O)c2cccn2Cc2ccccc21	101	104	99	111	104	105	109	100
COc1ccc(C(=O)C(=O)c2ccc(OC)cc2)cc1	113	99	103	90	77	104	104	103
COc1ccc(Nc2nc3n[nH]c(Nc4ccccc4)c3c(=O)[nH]2)cc1	103	99	106	97	82	85	101	95
O=C1Nc2ccccc2SC1c1ccccc1 (stereo not drawn)	92	153	99	87	99	83	.	79
CCS(=O)(=O)C1C(=O)N(C)C(S(=O)(=O)CC)C(=O)N1C (stereo not drawn)	94	.	98	107	76	91	92	94
NNc1nc2c(cnn2-c2ccccc2)c2nc(=S)c(N)nn12	87	93	99	86	73	99	99	96
Nc1cc(C(=O)O)cc(N2C(=O)/C(=C\c3ccc(-c4ccc(Cl)cc4)o3)SC2=S)c1	94	100	105	95	112	104	105	90
Clc1ccc(CSc2ncnc(SCc3ccc(Cl)cc3Cl)c2Br)c(Cl)c1	105	117	108	96	93	109	105	104
CCNc1nc(-c2ccc(Cl)c(OC)c2)c(-c2ccnc(NCCNS(=O)(=O)c3ccccc3)n2)s1	24	69	67	32	36	74	74	38
CCOC1=C(OCC)C(=O)c2ccccc2C1=O	.	109	105	105	96	102	100	106
COC(=O)[C@]1(CCSC)N[C@H](c2cn(-c3ccccc3)nc2-c2ccccc2)[C@@H]2C(=O)N(c3ccccc3)C(=O)[C@@H]21	102	105	92	88	.	100	99	99

Exported with values under each structure: part of the list above
Value order: MALME-3M, EKVX, A549/ATCC, UACC-62, HOP-92, HOP-62, UACC-257, M14
> FC(F)(F)c1ccccc1I
→ 104, 106, 113, 111, 120, 103, 110, 94
> CC(C)C[C@@H]1N[C@@]2(C(=O)Nc3ccccc32)[C@@H](c2ccc(F)cc2)[C@@H]1C(=O)c1ccc(O)cc1
→ 84, 80, 85, 69, 74, 89, 112, .
> Cc1ccc(S(=O)(=O)N(C)C)cc1[N+](=O)[O-]
→ 105, 97, 94, 94, ., 111, 90, 101
> C=C(C)[C@@H]1CCC2(C(=O)S)CC[C@]3(C)[C@H](CC[C@@H]4[C@@]5(C)CC[C@H](O)C(C)(C)[C@@H]5CC[C@]43C)[C@@H]12 (stereo partly drawn)
→ 102, 103, 93, 97, 158, 80, 105, 96
> COc1ccc(Cl)cc1/C=C/C=Nc1ccc(S(N)(=O)=O)cc1
→ 106, 104, 100, 97, 98, ., 110, 91
> CN1C(=O)c2cccn2Cc2ccccc21
→ 101, 104, 99, 111, 104, 105, 109, 100
> COc1ccc(C(=O)C(=O)c2ccc(OC)cc2)cc1
→ 113, 99, 103, 90, 77, 104, 104, 103
> COc1ccc(Nc2nc3n[nH]c(Nc4ccccc4)c3c(=O)[nH]2)cc1
→ 103, 99, 106, 97, 82, 85, 101, 95
> O=C1Nc2ccccc2SC1c1ccccc1 (stereo not drawn)
→ 92, 153, 99, 87, 99, 83, ., 79
> CCS(=O)(=O)C1C(=O)N(C)C(S(=O)(=O)CC)C(=O)N1C (stereo not drawn)
→ 94, ., 98, 107, 76, 91, 92, 94
> NNc1nc2c(cnn2-c2ccccc2)c2nc(=S)c(N)nn12
→ 87, 93, 99, 86, 73, 99, 99, 96
> Nc1cc(C(=O)O)cc(N2C(=O)/C(=C\c3ccc(-c4ccc(Cl)cc4)o3)SC2=S)c1
→ 94, 100, 105, 95, 112, 104, 105, 90
> Clc1ccc(CSc2ncnc(SCc3ccc(Cl)cc3Cl)c2Br)c(Cl)c1
→ 105, 117, 108, 96, 93, 109, 105, 104
> CCNc1nc(-c2ccc(Cl)c(OC)c2)c(-c2ccnc(NCCNS(=O)(=O)c3ccccc3)n2)s1
→ 24, 69, 67, 32, 36, 74, 74, 38
> CCOC1=C(OCC)C(=O)c2ccccc2C1=O
→ ., 109, 105, 105, 96, 102, 100, 106
> COC(=O)[C@]1(CCSC)N[C@H](c2cn(-c3ccccc3)nc2-c2ccccc2)[C@@H]2C(=O)N(c3ccccc3)C(=O)[C@@H]21
→ 102, 105, 92, 88, ., 100, 99, 99

(listing goes on)
SMILES	MALME-3M	EKVX	A549/ATCC	UACC-62	HOP-92	HOP-62	UACC-257	M14
Cc1nn(-c2ccccc2)c2c1N=c1s/c(=C\c3cn(-c4ccccc4)nc3-c3ccc(Cl)cc3)c(=O)n1C(C)N2 (stereo not drawn)	124	85	88	106	67	102	111	107
Cc1ncc2c(c1-c1noc(-c3cn[nH]c3-c3cccs3)n1)CCNC2	.	.	90	.	.	89	82	79
CC(C)(C)CC(C)(C)Nc1c(-c2ccccc2)nc2cnccn12	107	91	90	80	74	98	99	103
O=C(Nc1cccc(-n2cc(-c3ccncc3)c(-c3ccc(O)c(Cl)c3)n2)c1)c1ccc2c(c1)OCCO2	54	.	38	65	.	73	78	66
COc1ccc(/C=C2/C(c3ccc(Cl)cc3)=NN=C2C(F)(F)F)cc1OC	104	86	101	97	99	109	111	116
CC1(C)CC(=O)c2cc3c(N)c(C(=O)Nc4ccccc4Cl)sc3nc2C1	121	109	103	100	103	115	104	118
CCOC(=O)C(C)SC1=C(C)C(=O)c2ccccc2C1=O (stereo not drawn)	122	80	110	98	90	106	109	104
O=C(OCc1ccc2c(Cl)cc(Cl)c(O)c2n1)OCc1ccc2c(Cl)cc(Cl)c(O)c2n1	82	89	87	70	90	64	95	74
Cc1c(-c2cnc3ccc(F)cc3c2C(=O)O)nnn1-c1ccc([N+](=O)[O-])cc1	102	108	92	84	77	91	95	92
COc1ccc(Cc2nn(CC(=O)N/N=C/c3ccc(C(F)(F)F)cc3)c(=O)c3c(C)noc23)cc1	91	93	103	85	111	98	96	.
COc1ccc(C(=O)OC(c2cc3c(cc2Br)OCO3)C(C)Br)cc1 (stereo not drawn)	99	86	67	.	83	86	.	99
COc1ccc(/C=c2\c(=O)n(-c3ccccc3)c3nn4c(n23)=NNC(c2ccccc2)=C4c2ccccc2)cc1	111	87	103	90	89	88	110	102
Oc1ccccc1\C=N/N=C/C=C/c1ccccc1	102	95	105	93	103	.	107	96
CC(/C=N/NC(=S)Nc1ccccc1)=C\c1ccccc1	102	114	93	96	110	97	101	97
Oc1ccc2cc(Br)ccc2c1	126	101	.	96	.	125	110	115
CC(C)C(=O)C(CCN(C)C)c1ccccn1 (stereo not drawn)	115	100	101	101	.	103	90	102
COC(=O)CCSCc1ccccc1	114	.	92	104	94	87	94	94
CC(=O)Oc1ccc(Br)cc1C(=O)O	98	104	103	99	98	87	101	.
COc1cc(-c2nc(-c3nnc(-c4ccc(Cl)cc4)o3)c3ccccn23)cc(OC)c1OC	.	89	69	83	65	62	127	.
CC(=NCCN=C(C)c1ccccc1O)c1ccccc1O	95	88	93	97	52	91	127	97
COc1cc(-c2c3c(cn2S(=O)(=O)c2ccccc2)-c2nc(N)sc2CC3)cc(OC)c1OC	42	.	31	51	60	54	74	34
Cc1cc(C)c2c(Cn3nnc(C(=O)O)c3C)cc(=O)oc2c1	113	102	99	75	87	97	103	97
OC/C=C/c1ccccc1	120	102	105	103	76	92	101	105
CSc1nc2nc3c(c(-c4ccc(Cl)cc4)c2c(=O)[nH]1)CN(C)C/C3=C\c1ccc(Cl)cc1	108	109	.	97	106	115	103	119
COc1ccccc1NC(=O)Nc1cnc(Nc2ccc(N3CCOCC3)cc2)nc1Oc1ccc(C)cc1OC	94	95	83	105	77	86	94	91
O=P(O)(O)OCC1OC(n2cnc3c(NCc4ccco4)ncnc32)C(O)C1O (stereo not drawn)	87	49	7.2*	45	-7.2*	16	78	35
COc1ccc(-c2nn(-c3cccc(Cl)c3)cc2C2C(C#N)=C(N)Oc3[nH]c(=O)[nH]c(=O)c32)cc1 (stereo not drawn)	102	94	95	90	.	102	114	104
Oc1ccc(N=Nc2nccs2)c(O)c1	93	41	52	44	62	79	99	68
CCOC(=O)C1=C(C)N=C2SC=C(c3ccc(Cl)cc3)N2[C@H]1c1cn(-c2ccccc2)nc1-c1ccc(F)cc1	73	100	83	69	58	78	69	82
COC(=O)CCc1ccc(N(CCO)S(=O)(=O)c2ccc(C)cc2)cc1	106	101	103	97	98	99	92	99
O=C(NCCCl)Nc1ccc(Cl)cc1	113	.	86	88	65	97	80	103
COc1ccc(-c2noc(CN3CCN(c4ccccc4OC)CC3)n2)cc1OC	99	.	97	100	94	96	93	99
S=c1[nH]nc(-c2cc3ccc2CCc2ccc(cc2)CC3)n1C1CC1	97	89	108	80	96	104	105	98
Cc1ccc(CNCC(=O)O)cc1	97	101	102	98	.	109	107	103
CCN(CC)C(C)(O)CN (stereo not drawn)	.	.	106	96	107	109	101	107
COc1ccc(CSc2nc(-c3ccc(OCc4ccccc4)c(OC)c3)c(C#N)c(=O)[nH]2)cc1	102	101	104	93	.	102	97	104
O=C1CCN2C(=O)Nc3ccccc3C2C1 (stereo not drawn)	87	100	101	.	97	109	.	86
O=C1C=C(c2ccccc2)C(O)(c2ccccc2)C1 (stereo not drawn)	108	90	93	92	163	101	98	95
Nc1c(C(=O)c2ccc(Cl)cc2)oc2nc(-c3cnccn3)cc(-c3cccs3)c12	89	102	98	99	89	99	105	80
CCn1c(SCC(=O)Nc2cc(C(F)(F)F)ccc2Cl)nc2ccccc2c1=O	-16*	.	51	-79*	9.2*	64	-32*	-67*
CCOC(=O)CC1CSC(N/N=C/c2ccccc2F)=N1 (stereo not drawn)	111	101	103	106	102	90	102	97
CCCCC[C@H](O)C/C=C1/C(=O)C=C[C@@H]1C/C=C\CCCC(=O)OC	107	103	72	14	108	34	74	14
COc1cc(C(=O)C[n+]2cccc3c4ccccc4ccc32)cc(OC)c1OC	92	91	90	91	73	95	95	99
CCCCC(C(C)=O)C(=O)CC (stereo not drawn)	100	.	95	103	83	101	93	106
Nc1cccc2cccc(S(=O)(=O)O)c12	118	110	105	102	90	105	121	.
ClC1=C(Cl)C(Cl)=C(Cl)C1	128	112	.	103	.	.	110	107
